Source: PubChem
RBX1-CUL1 inh: inhibitors of human ROC1-CUL1 ubiquitin ligase activity; inhibition, % at 10 µM; E3 ubiquitin-protein ligase RBX1 (Homo sapiens) + Cullin-1 (Homo sapiens), P62877+Q13616; AID 1347404, 2020; actives 0.6% (n = 140,000); in vitro K48 di-Ub FRET, acceptor:donor ratio, 45 min; in the data active = inhibition above about 25%
Target sequence (P62877 whole entry, looked up): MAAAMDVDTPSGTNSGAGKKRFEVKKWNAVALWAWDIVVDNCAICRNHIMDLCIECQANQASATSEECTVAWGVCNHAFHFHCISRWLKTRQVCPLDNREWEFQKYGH
Target sequence (Q13616 whole entry, looked up): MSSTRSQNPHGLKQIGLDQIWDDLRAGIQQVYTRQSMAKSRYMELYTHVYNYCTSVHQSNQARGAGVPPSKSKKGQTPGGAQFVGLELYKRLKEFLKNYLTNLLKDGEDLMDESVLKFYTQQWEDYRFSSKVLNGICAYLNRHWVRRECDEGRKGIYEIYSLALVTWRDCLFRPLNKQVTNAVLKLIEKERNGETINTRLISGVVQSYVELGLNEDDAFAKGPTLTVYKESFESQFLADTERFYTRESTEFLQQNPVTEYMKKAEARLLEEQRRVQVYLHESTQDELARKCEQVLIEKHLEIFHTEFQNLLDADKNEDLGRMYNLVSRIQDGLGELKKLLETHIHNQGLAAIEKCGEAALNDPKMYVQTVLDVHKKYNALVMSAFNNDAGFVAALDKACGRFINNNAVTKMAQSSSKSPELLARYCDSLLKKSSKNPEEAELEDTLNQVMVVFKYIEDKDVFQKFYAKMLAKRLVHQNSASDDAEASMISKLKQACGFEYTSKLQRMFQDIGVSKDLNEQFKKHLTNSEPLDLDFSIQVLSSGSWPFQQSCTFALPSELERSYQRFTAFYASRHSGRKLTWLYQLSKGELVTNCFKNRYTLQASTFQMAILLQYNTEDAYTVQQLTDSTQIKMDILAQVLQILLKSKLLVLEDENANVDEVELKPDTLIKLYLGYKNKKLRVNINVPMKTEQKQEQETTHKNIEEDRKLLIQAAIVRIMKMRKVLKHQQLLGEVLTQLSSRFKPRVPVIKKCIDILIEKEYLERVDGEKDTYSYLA
* = called active by the depositor. Only part of the results is shown; count on the stated rates, not on these rows.

SMILES	RBX1-CUL1 inh
CCOCCCn1c(=N)c(C(=O)NCc2ccccc2)cc2c(=O)n3ccccc3nc21	-4
CC(=O)Nc1ccc(NC(=O)C(NC(=O)C2CCC(C)CC2)C(C)C)cc1 (configuration not stated)	-5
COc1ccc(-c2cccc(NS(=O)(=O)c3ccc(C)s3)c2)nn1	2
COc1cc(/C=C2/C(=N)N3C=C(C)SC3=NC2=O)cc(Br)c1OS(C)(=O)=O	-6
Cc1ccc(CN(c2c(C)n(C)n(-c3ccccc3)c2=O)S(C)(=O)=O)cc1	11
Clc1ccc(-c2cnc(-c3ccncc3)o2)cc1	2
Cc1nn(C)c2c1c(-c1ccccc1)cc(=O)n2C(C)C(=O)NCCc1ccc(Cl)cc1 (configuration not stated)	-3
COc1ccccc1-c1cc(C(=O)Nc2cc(OC)c(OC)c(OC)c2)no1	-5
COc1ccccc1CNc1nc(-c2ccco2)nn1C(=O)c1cc(OC)c(OC)c(OC)c1	6
COc1ccccc1/C=C/c1nc(C#N)c(NCCc2ccccc2)o1	-2
Cc1ccc(NC(=O)C(Cc2c[nH]c3ccccc23)NC(=O)OCC(C)C)cc1 (configuration not stated)	-7
O=C(Nc1ccccc1C(=O)OCc1cc(=O)n2nc(C3CC3)sc2n1)c1cccc(Cl)c1	-16
COc1ccc(C(=O)CSc2nnc(-c3ccncc3)o2)cc1	2
O=C(COc1ccc2oc3c(c2c1)CCCC3)Nc1ccc(Br)cc1	6
Cc1ccc(NC(=O)C2CCCN(c3nc4ccccc4s3)C2)c(C)c1 (configuration not stated)	2
Cc1ccc(-c2csc3ncn(Cc4c(F)cccc4Cl)c(=O)c23)cc1C	3
FC(F)(F)c1ccc(-c2nnc3sc(/C=C/c4ccccc4)nn23)cc1	0
O=C(N/N=C1\CCSC1)c1cc(Cl)ccc1O	-5
CCCS(=O)(=O)N1CC(=O)N(c2cc(C)cc(C)c2)C(C)(C(=O)NC2CCCCCC2)C1 (configuration not stated)	-6
Cc1ccc2nc(NC(=O)CSc3nnc(C)s3)sc2c1	-2
Cc1csc(NS(=O)(=O)c2ccc(OC(F)(F)F)cc2)n1	-10
Cc1noc(NS(=O)(=O)c2ccc(NC(=O)C(C)C)cc2)c1C	5
Cc1ccc(C)c(S(=O)(=O)c2nnn3c2nc(NC2CCCC2)c2sccc23)c1	-2
CCCN(CCC)C(=O)c1c(NC(=O)c2ccccc2C)sc2c1CCC2	0
Cc1ccc2nc(-c3ccc(N4C(=O)CC(N5CCCC(C(N)=O)C5)C4=O)cc3)sc2c1 (configuration not stated)	8

Remaining list, next part:
SMILES	RBX1-CUL1 inh
COc1ccc(Cl)cc1S(=O)(=O)N1CCN(c2ccccc2)CC1	1
O=[N+]([O-])c1ccc(/C=N/Nc2ncccc2[N+](=O)[O-])s1	0
CCc1ccc(NC(=O)CN2C(=O)C(c3ccc(Cl)cc3)=NC23CCCCC3)cc1	-3
COc1cc(-c2nnc(SCC3(c4ccc(F)cc4)OCCO3)o2)cc(OC)c1OC	2
COc1ccc(OCCCC(=O)Nc2ccc(C(=O)OCC(C)C)cc2)cc1	6
CCCS(=O)(=O)c1ncc(Cl)c(C(=O)Nc2scc(-c3ccccc3)c2C(=O)OCC)n1	-10
CC1CN(CC(=O)NCc2ccccc2)CC(C)O1 (configuration not stated)	3
COc1ccc(N=c2oc3ccc(Cl)cc3cc2C(N)=O)cc1	-1
CC(CNC(=O)C1CCN(C(=O)N2CCOc3ccc(Cl)cc32)CC1)c1ccccc1 (configuration not stated)	3
Cc1nn(Cc2ccc(Br)cc2)c(C)c1NC(=O)c1cc2nc3c(c(C(F)(F)F)n2n1)CCc1ccccc1-3	3
COc1ccc(Br)cc1/C=C1/C(=O)NN(c2cccc(Cl)c2)C1=O	89*
Cc1ccc(NC(=O)c2ncoc2-c2ccco2)cc1Cl	6
CCOc1cccc(C(=O)Nc2cc(C)c(O)c(-c3nc4ncccc4o3)c2)c1	12
CCOC(=O)c1nnn(CC(=O)Nc2cc(C)cc(C)c2)c1C(=O)OCC	2
O=S(=O)(Nc1ccccc1Cl)c1ccc(F)cc1	1
COC(=O)c1ccccc1NC(=O)c1cnn(-c2ccc(F)cc2)c1-n1cccc1	-9
COCC(C)Nc1ccc(-c2nc(-c3cccc(OC)c3OC)no2)cn1 (configuration not stated)	1
O=C1N=C(N2CCOCC2)S/C1=C/c1cc(Br)ccc1O	1
NC(=O)C1(N2CCCCC2)CCN(C2CC(=O)N(CC(c3ccccc3)c3ccccc3)C2=O)CC1 (configuration not stated)	-3
CC(=O)c1c(C)nc2c(c1-c1ccc(C)cc1)C(=O)c1ccccc1-2	-4
CCOC(=O)c1ccccc1NC(=O)CSc1nc2cn(CC)nc2c(=O)n1Cc1ccc(Cl)cc1	-4
Nc1c([N+](=O)[O-])cc(F)c(N2CCSCC2)c1Br	1
COC(=O)c1c(NC(=O)CSc2nnnn2-c2ccccc2)sc2c1CCCCC2	1
CS/C(=N\NC(N)=O)c1ccccc1	-4
CCC(CC)C(=O)Nc1c(C(=O)N2CCN(c3ccccc3)CC2)oc2ccccc12	-4

Molecules from the list above that have bromine:
SMILES	RBX1-CUL1 inh
COc1cc(/C=C2/C(=N)N3C=C(C)SC3=NC2=O)cc(Br)c1OS(C)(=O)=O	-6
O=C(COc1ccc2oc3c(c2c1)CCCC3)Nc1ccc(Br)cc1	6
Cc1nn(Cc2ccc(Br)cc2)c(C)c1NC(=O)c1cc2nc3c(c(C(F)(F)F)n2n1)CCc1ccccc1-3	3
COc1ccc(Br)cc1/C=C1/C(=O)NN(c2cccc(Cl)c2)C1=O	89*
O=C1N=C(N2CCOCC2)S/C1=C/c1cc(Br)ccc1O	1
Nc1c([N+](=O)[O-])cc(F)c(N2CCSCC2)c1Br	1

RBX1-CUL1 inh: entries above that show a hit
SMILES	RBX1-CUL1 inh
COc1ccc(Br)cc1/C=C1/C(=O)NN(c2cccc(Cl)c2)C1=O	89*

Additional structures
SMILES	RBX1-CUL1 inh
Cc1ccccc1NS(=O)(=O)Cc1ccc(F)cc1	9
N#Cc1c(OCC(=O)c2ccc(-c3ccccc3)cc2)nc2c(c1-c1cccs1)CCc1ccccc1-2	4
COc1ccc(OC)c2sc(N(Cc3cccnc3)C(=O)c3ccc(C(C)=O)cc3)nc12	-8
Cc1ccc(C)c(S(=O)(=O)c2ccc(C(C)(C)C)cc2)c1	-1
CC(C)NC(=O)COc1ccc(S(=O)(=O)NC(C)c2ccccc2)cc1 (configuration not stated)	7
CCC(=O)N1CCc2cc(S(=O)(=O)NCCC(=O)Nc3ccc(C)cc3)ccc21	-5
Cc1ccc(S(=O)(=O)Cc2ccc(C(=O)OCC(=O)c3ccc(-c4ccccc4)cc3)cc2)cc1	-5
COc1ccc(C2C(C(=O)c3ccc(OC(C)C)cc3)C(=O)C(=O)N2c2ccccn2)cc1 (configuration not stated)	-3
CCOCCCNC(=O)CN1C(=O)COc2ccc(S(=O)(=O)N3CCCC3)cc21	-2
COc1cc(NC(=S)N2CCN(Cc3ccccc3)CC2)cc(OC)c1	1
COc1ccc(Cl)cc1S(=O)(=O)N1CC(C)CC(C)C1 (configuration not stated)	5
O=C(/C=C/c1ccccc1F)N1CCC(C2(c3ccccn3)NC(=O)N(CC3CCCO3)C2=O)CC1 (configuration not stated)	1
COc1ccc2c(c1)c(CC(=O)Nc1ccc(N3CCOCC3)cc1)c(C)n2C(=O)c1ccc(Cl)cc1	1
C/C=C/Cn1c(=O)c2c(nc3n(-c4ccccc4O)c(C)cn23)n(C)c1=O	0
COc1ccc(-c2cn3ccccc3n2)cc1	6
CC1=Nc2nnnn2C(c2ccc(Cl)cc2)C1C(=O)Nc1ccc(C)cc1 (configuration not stated)	5
COc1ccc(Cl)cc1NC(=O)CSC1=Nc2ccccc2C2=NC(CC(=O)NC3CCCCC3)C(=O)N12 (configuration not stated)	-2
Clc1ccc(/C=C/c2nc3ccccc3nc2N2CCOCC2)cc1	0
CN(C)c1ccc(Nc2cccc3nonc23)cc1	1
COc1ccc(C(=O)[C@H]2[C@H](c3ccc(SC)cc3)C(C#N)(C#N)[C@@H]3c4ccccc4C=CN32)cc1	-2
O[C@@H]1CN(Cc2ccccc2OC2CCCC2)CC[C@H]1N1CCN(c2ccccn2)CC1	-5
Cc1ccc(C(=O)c2cn(CC(=O)NC3CCCCC3)c3nc(C)ccc3c2=O)cc1	-3
COc1ccc(CNC(=O)c2ccc3c(c2)CCN3S(=O)(=O)c2ccc(C)cc2)cc1	-2
COc1ccc(C2NC(=O)N(C)C3=C2C(=O)N(c2ccc(C)cc2)C3)cc1 (configuration not stated)	-8
CCCCc1ccc2c(N)c(C(=O)c3ccc(C(=O)c4sc5nc(CCCC)ccc5c4N)cc3)sc2n1	-2

Remaining list, next part.
SMILES	RBX1-CUL1 inh
CCN(CC)S(=O)(=O)c1ccc2nc(N)sc2c1	1
Nc1ccc(Br)c(F)c1	-1
Cc1cccc2cc(C3c4ccc5cccnc5c4OC(=N)C3C#N)c(Cl)nc12 (configuration not stated)	2
CS(=O)(=O)N1CCN(C(=O)c2c(Cl)cccc2Cl)CC1	2
Cc1cccc(CN2CCCC3(CCN(C4CCC4)C3)C2)c1 (configuration not stated)	7
Clc1cccc(OCCCCCN2CCCC2)c1Cl	1
COc1ccc(OC)c(CCNC(=O)c2ccc3c(c2)c(C)c(C)n3Cc2ccccc2)c1	8
COc1ccc(-c2noc(CSc3nnc(Cc4ccccc4)n3-c3ccc(F)cc3)n2)cc1	0
C=CCOc1ccc(C(=O)C2C(=O)C(=O)N(CCOC)C2c2ccc(O)c(OCC)c2)cc1 (configuration not stated)	11
COc1cccc(Sc2ccccc2CNCCN(C)C)c1	9
Cc1ccc(S(=O)(=O)NCCCCCC(=O)Nc2cccc3ccccc23)cc1	-2
CCn1c(=O)n(-c2ccc3c(c2)OCO3)c2nc(-c3ccc(C(C)C)cc3)nc(C(N)=O)c21	-4
CCC(C(=O)NCc1cccnc1)c1ccccc1 (configuration not stated)	-3
COc1ccc(/C=C2\COc3ccccc3C2=O)cc1OC	12
O=c1[nH]n(-c2ccc(Br)cc2)cc1Br	-1
CCOC(=O)c1ccc(NC(=O)Cn2cc(C(=O)c3cccs3)c3ccccc32)cc1	8
Cc1ccc(/C(COc2ccc3c4c(c(=O)oc3c2)CCC4)=N/O)cc1	10
Cn1cncc(Br)c1=O	12
CC(C)c1ccc(C(N)=O)cc1	-12
COc1ccc2c(CNCCc3ccc(SC)cc3)c(C(=O)O)n(Cc3ccc(F)cc3)c2c1	-4
O=C(Nc1ccon1)c1sc2cc(Br)ccc2c1Cl	3
COc1cc(/C=N/NC(N)=O)ccc1OCC(=O)Nc1ccc(C)c(C)c1	0
O=C(c1ccc(Br)cc1)C(C1=NCCO1)n1cncn1 (configuration not stated)	-1
CCCCNC(=O)c1c(-c2c(F)cccc2Cl)noc1C	0
CCc1ccc(CCC(=O)NC2CC2)cc1	4

Reprinted from the part before: four entries; new compounds follow.
SMILES	RBX1-CUL1 inh
COc1cc(/C=N/NC(N)=O)ccc1OCC(=O)Nc1ccc(C)c(C)c1	0
O=C(c1ccc(Br)cc1)C(C1=NCCO1)n1cncn1 (configuration not stated)	-1
CCCCNC(=O)c1c(-c2c(F)cccc2Cl)noc1C	0
CCc1ccc(CCC(=O)NC2CC2)cc1	4
Cc1c(Cl)cccc1-n1nnc(C(=O)NCC2CCCO2)c1C (configuration not stated)	3
Cc1oc2ccc(O)cc2c1C(=O)O	5
CCCCCCCC(=O)CCCC(=O)Nc1ccc(Br)cc1	-6
O=C(c1c(F)cccc1F)N1CCN(c2ccc(F)cc2)CC1	14
Cc1ncc2c(c1-c1noc(CCc3c[nH]c4ccccc34)n1)CCNC2	5
CC(O)CNCc1ccc(-c2ccc(F)c(Cl)c2)o1 (configuration not stated)	2
Cc1c(Br)ccc(NC(=O)CN2CCC(C)CC2)c1C	0
Cc1ncc([N+](=O)[O-])n1CCOC(=O)NC(Nc1ccc(F)cc1)C(Cl)(Cl)Cl (configuration not stated)	-3
COc1ccc(C2CC(C3C(=O)NC(=O)N(C4CCCCC4)C3=O)=Nc3ccccc3S2)cc1 (configuration not stated)	2
c1ccc(Oc2cc(-n3cncn3)ncn2)cc1	6
CCOC(=O)c1c(NC(=O)c2ccccc2)sc(C)c1-c1ccc(F)cc1	-9
CN1C(=O)NC(=NCCc2ccc(O)cc2)C([N+](=O)[O-])C1=O (configuration not stated)	12
Cc1cc(C)nc(SCc2nnc(SCC(=O)N(c3ccccc3)c3ccccc3)n2-c2ccccc2)n1	-8
Cc1cccc(OC2CCNCC2)c1	-9
CCc1ccc(NC(=O)C2CCN(c3nc(-c4ccc(OC)cc4)no3)CC2)cc1	-4
CC1(C)Cc2c(cnn2-c2ccccc2)-c2nc3ccccc3nc21	4
Cc1cc2c(cc1S(=O)(=O)Nc1ccc(C(C)C)cc1)OCCN2C	-5
COc1cccc(CN2CCCC(c3[nH]ncc3CC(C)C)C2)c1O (configuration not stated)	8
Cc1ccc(NC(=O)C(C)N2CCN(c3ccccc3)CC2)cc1 (configuration not stated)	0
COc1ccc(NC(=O)c2c(C)noc2C)c(C)c1	0
COc1ccc(C(=O)Nc2ccc3oc(-c4ccccc4C)nc3c2)cc1[N+](=O)[O-]	-5
COc1ccc(CCN=C2CCCc3c2[nH]c2ccc(C)cc32)cc1OC	-6
CCc1cccc(C)c1NC(=O)CCCn1nc(C)c2sc3ccccc3c2c1=O	-5
CCN1CCCC1CNC(=O)CCC1CCN(Cc2cc(OC)c3c(c2)OCO3)CC1 (configuration not stated)	2
CCOC(=O)CN(C)C(=O)c1cc(COc2c(F)cccc2F)on1	-1
Cc1cccc(N2CCN(C(=O)Cn3ncc4c5ccccc5n(C)c4c3=O)CC2)c1C	-5
Cn1nnnc1SCC(=O)Nc1ccc2nc(SCC(=O)NCc3ccccc3)sc2c1	9
CC1CC(=O)NN=C1c1ccc(N2CCN(C(=O)Cc3ccc(Cl)cc3Cl)CC2)cc1 (configuration not stated)	4
COc1cc(CC2(CCC(=O)NCCc3ccccc3OC)CCC(=O)N2)ccc1F (configuration not stated)	2
